PME-1 primary = PME-1 inhibitors via competitive probe labeling, primary screen, biochemical, fluorescence polarization, FP-Rh probe, HTS | Protein phosphatase methylesterase 1 (Homo sapiens), Q9Y570 | recombinant PME-1 | inhibition, % at 5.9 µM | actives 0.53% (n = 320,000);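 active = inhibition above the campaign mean of all compounds plus 3 SD, cut at about 26% in these data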;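 also: competitive labeling of PME-1 active site by serine hydrolase directed probe; 0% = PME-1 with DMSO and 100% = wells lacking PME-1 enzyme; inhibitors block probe labeling so polarization falls and inhibition rises; many of its hits are not listed in these tables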
LYPLA1 inh = LYPLA1 inhibitors, primary screen, counter-screen for PME1 inhibitor project, biochemical, fluorescence polarization, FP-Rh probe ABPP | inhibition, % at 5.9 µM | Acyl-protein thioesterase 1 (Homo sapiens), O75608 | actives 0.16% (n = 320,000) | recombinant LYPLA1;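 active = inhibition above the mean of all tested compounds plus 3 SD, set per campaign, cut at about 14% in these data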;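 also: inhibitors block serine hydrolase probe labeling of LYPLA1 so polarization falls; 0% = enzyme with DMSO and 100% = wells lacking LYPLA1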
Target sequence (O75608 whole entry, looked up): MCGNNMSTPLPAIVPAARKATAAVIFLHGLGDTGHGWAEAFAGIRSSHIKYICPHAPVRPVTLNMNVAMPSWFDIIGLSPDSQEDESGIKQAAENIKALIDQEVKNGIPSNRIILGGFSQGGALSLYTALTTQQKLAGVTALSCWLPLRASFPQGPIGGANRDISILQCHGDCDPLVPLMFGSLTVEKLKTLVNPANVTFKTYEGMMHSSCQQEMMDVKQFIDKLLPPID
PAD4 FP inh = human PAD4 inhibitors, primary screen, biochemical, fluorescence polarization, 1536-well format. Protein-arginine deiminase type-4 (Homo sapiens), Q9UM07. recombinant PAD4, RCA probe fluorescence polarization. inhibition, % at 6.36 µM. actives 0.41% (n = 330,000);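 active = percent inhibition above a cutoff equal to the mean of all tested compounds plus 3 SD, cut at about 15% in these data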;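 also: 0% = PAD4 with RCA probe and DMSO and 100% = probe without PAD4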
Fam108B inh = mouse Fam108B serine hydrolase inhibitors, primary screen, counter-screen for RBBP9 inhibitor project, biochemical, fluorescence polarization | recombinant Fam108B, FP-Rh probe fluorescence polarization | AID 1947, 2009 | actives 0.33% (n = 300,000) | inhibition, % at 9.51 µM;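 active = inhibition above the screen mean inhibition plus 3 SD, computed separately per campaign, cut at about 18% in these data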;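 also: inhibitors lower polarization as less probe binds the enzyme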
GSTO1 counter = inhibitors of recombinant GSTO1, primary screen, counter-screen for RBBP9 inhibitor project, biochemical, fluorescence polarization. Glutathione S-transferase omega-1 (Homo sapiens), P78417. activity-based probe fluorescence polarization. inhibition, % at 5.96 µM. actives 1.1% (n = 300,000);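 active = inhibition above the campaign mean inhibition plus 3 SD, cut at about 35% in these data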;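 also: 0% = GSTO1-1 with DMSO and 100% = wells lacking GSTO1-1 enzyme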
Target sequence (P78417 whole entry, looked up): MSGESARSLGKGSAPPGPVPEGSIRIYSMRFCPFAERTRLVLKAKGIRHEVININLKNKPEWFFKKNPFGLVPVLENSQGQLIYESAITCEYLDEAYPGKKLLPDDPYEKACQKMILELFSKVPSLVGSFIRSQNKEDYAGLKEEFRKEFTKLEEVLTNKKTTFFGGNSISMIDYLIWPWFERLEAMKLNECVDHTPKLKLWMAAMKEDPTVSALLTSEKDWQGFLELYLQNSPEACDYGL
PAFAH1B2 inh = PAFAH1B2 enzyme inhibitors, primary screen, biochemical, fluorescence polarization, human. Platelet-activating factor acetylhydrolase IB subunit alpha2 (Homo sapiens), P68402. recombinant PAFAH1B2, FP-rhodamine activity probe. AID 492953, 2010. actives 1.2% (n = 340,000). inhibition, % at 3.39 µM;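 active = inhibition above the mean of all tested compounds plus 3 SD, cut at about 24% in these data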;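 also: 0% = enzyme with DMSO and 100% = wells lacking PAFAH1B2; many of its hits are not listed in these tables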
pPAFAH inh = pPAFAH enzyme inhibitors, primary screen, biochemical, fluorescence polarization, human. actives 1.5% (n = 330,000). Platelet-activating factor acetylhydrolase (Homo sapiens), Q13093. AID 463082, 2010. recombinant pPAFAH, FP-rhodamine probe fluorescence polarization. inhibition, % at 3.39 µM;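 active = inhibition above the mean inhibition across the screen plus 3 SD, cut at about 25% in these data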;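 also: inhibitors block binding of the rhodamine activity-based probe so polarization drops; 0% = enzyme with DMSO and 100% = wells lacking pPAFAH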
PAFAH1B3 FP inh = PAFAH1B3 enzyme inhibitors, primary screen, biochemical, fluorescence polarization, human | recombinant PAFAH1B3, FP-rhodamine probe | actives 0.28% (n = 340,000) | AID 492972, 2010 | inhibition, % at 3.39 µM | Platelet-activating factor acetylhydrolase IB subunit alpha1 (Homo sapiens), Q15102;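 active = inhibition above the screen-wide average of all tested compounds plus 3 SD, cut at about 25% in these data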;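 also: 0% = enzyme with DMSO only and 100% = wells lacking PAFAH1B3 protein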
Target sequence (Q15102 whole entry, looked up): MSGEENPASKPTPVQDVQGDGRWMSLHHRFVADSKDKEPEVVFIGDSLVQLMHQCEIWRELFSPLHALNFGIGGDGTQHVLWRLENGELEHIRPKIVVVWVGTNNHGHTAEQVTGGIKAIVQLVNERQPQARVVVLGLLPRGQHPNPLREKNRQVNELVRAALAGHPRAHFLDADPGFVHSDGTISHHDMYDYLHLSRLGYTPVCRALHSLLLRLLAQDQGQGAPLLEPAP
PAFAH2 inh = PAFAH2 enzyme inhibitors, primary screen, biochemical, fluorescence polarization, human; Platelet-activating factor acetylhydrolase 2, cytoplasmic (Homo sapiens), Q99487; recombinant PAFAH2, FP-rhodamine activity probe; inhibition, % at 3.39 µM; actives 0.99% (n = 340,000); AID 492956, 2010;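 active = inhibition above the mean over all tested compounds plus 3 SD, cut at about 30% in these data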;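 also: inhibitors block probe labeling of enzyme so polarization drops; 0% = enzyme with DMSO and 100% = wells lacking PAFAH2 protein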
An asterisk follows results filed as active; · = not tested or not shown.

Under each structure – PAFAH2 inh	Fam108B inh	PAFAH1B3 FP inh	pPAFAH inh	PAFAH1B2 inh	PME-1 primary	PAD4 FP inh	LYPLA1 inh	GSTO1 counter
(1) O=C(Nc1ccc(-c2nc3ccccc3[nH]2)cc1)C1CCCO1 (centres undefined)
 : -3	-7	7	4	-3	-10	-1	-3	0
(2) CC(=O)Nc1cc(N2C(=O)CCC2=O)ccc1Cl
 : 8	0	8	6	0	1	3	5	-1
(3) COc1ccc(NC(=O)N(C)C[C@H]2Oc3ccc(NC(=O)NC4CCCCC4)cc3C(=O)N([C@H](C)CO)C[C@@H]2C)cc1
 : 2	·	4	-2	14	·	1	·	·
(4) O=S(=O)(NCCn1ccc2ccccc21)c1ccccc1
 : 5	-1	-2	4	12	-2	-1	1	3
(5) O=S(=O)(Cc1ccc(Cl)cc1)NCc1cccnc1
 : ·	0	·	10	·	-2	3	3	-8
(6) Cc1ccc(C)c(NC(=O)c2nc(Cl)ccc2Cl)c1
 : 2	2	4	1	3	-2	1	-2	9
(7) O=C(NN1CCCCC1)c1cccc2ccccc12
 : 2	-2	2	0	3	-1	-1	-1	7
(8) CCN(CC)C(=O)n1cnc(-c2ccccc2)c1-c1ccccc1
 : 13	1	-1	-2	1	-3	-6	3	-1
(9) Cc1c(C)n(CCCN(C)C)c2ncnc(NCc3ccccc3)c12
 : 1	0	-4	2	7	0	1	-2	8
(10) COc1cccc(NC(=O)CSc2ccc3nnc(-c4ccncc4)n3n2)c1
 : -4	-5	4	4	-2	-2	8	3	-1
(11) N#Cc1ccc(C(=O)NC(=S)N2CCOCC2)cc1
 : -3	·	3	1	5	·	1	·	·
(12) NC(=O)CCC(C(=O)O)N1C(=O)c2ccc(O)cc2C1=O (centres undefined)
 : 8	-3	8	0	2	-6	-2	1	-1
(13) COc1ccccc1CC(=O)Nc1ccc(C(=O)N2CCCCC2)cc1
 : -2	2	2	5	1	4	-6	-1	2
(14) Cc1ccc(N=Nc2c(N)[nH]n3c(=O)cc(-c4ccccc4)nc23)cc1
 : 28	7	5	4	6	6	-10	0	8
(15) COc1ccc(C(CNC(=O)c2oc3cc(C)c(Cl)cc3c2C)N2CCCCC2)cc1 (centres undefined)
 : 2	4	-12	-9	-9	-14	0	1	8
(16) CC(=O)Oc1ccc2c(c1)C(=O)c1ccccc1C2=O
 : -2	-2	9	6	7	3	-5	-3	7
(17) O=C(O)CCc1ccc(-c2ccc(Br)cc2)n1NC(=O)c1ccc([N+](=O)[O-])cc1
 : 0	2	1	6	1	9	-2	2	5
(18) CC1CCCCN1C(=O)c1cnn2c(C(F)(F)F)cc(-c3ccco3)nc12 (centres undefined)
 : 7	1	-5	1	-5	3	-4	0	2
(19) CCN(CC)S(=O)(=O)c1ccc2oc(SCC(=O)Nc3cc(C)on3)nc2c1
 : 8	1	2	21	4	-3	3	4	18
(20) CCOC(=O)c1c(NC(=O)CSc2nnc(CNc3ccc(OC)cc3)n2C)sc(C)c1C
 : 8	-2	8	4	26*	1	-3	0	6
(21) Cc1cccn2c(=O)c(/C=C3\SC(=S)N(CC(C)C)C3=O)c(NCCCOC(C)C)nc12
 : -14	-10	-5	0	-6	-9	-3	-3	-4
(22) C/C(=N/Nc1nc(C)c(C)s1)c1cccc([N+](=O)[O-])c1
 : 8	2	2	14	2	8	2	1	-5
(23) CC1CCC(NCCNC(=O)c2ccco2)CC1 (centres undefined)
 : -6	-1	-4	5	-6	-6	-3	-2	1
(24) O=C(Nc1ccc(Oc2ccccc2)nc1)C1CCCCN1Cc1cccc(O)c1 (centres undefined)
 : 3	-10	6	9	14	-3	0	0	16
(25) CCOc1ccc(N2CC(C(=O)NCc3ccc4c(c3)OCO4)CC2=O)cc1 (centres undefined)
 : 3	0	4	9	4	-5	1	-1	1
(26) COc1ccc(NC(=O)Nc2cccc3c2O[C@H](CN(C)C(=O)Nc2ccc4c(c2)OCO4)[C@@H](C)CN([C@H](C)CO)C3=O)cc1
 : 5	·	13	-1	9	·	3	·	·
(27) COC(=O)c1c(C)[nH]c(C)c1-c1ccc(C)cc1
 : -8	-2	3	3	-1	4	-5	0	11

With a hit mark in PAFAH1B2 inh (from the list above):
cpd | Structure | PAFAH2 inh | PAFAH1B3 FP inh | pPAFAH inh | PAFAH1B2 inh | PME-1 primary | PAD4 FP inh
20 | CCOC(=O)c1c(NC(=O)CSc2nnc(CNc3ccc(OC)cc3)n2C)sc(C)c1C | 8 | 8 | 4 | 26* | 1 | -3

Single records (already shown). Values in the order: PAFAH2 inh, Fam108B inh, PAFAH1B3 FP inh, pPAFAH inh, PAFAH1B2 inh, PME-1 primary, PAD4 FP inh, LYPLA1 inh, GSTO1 counter
Results for COc1ccc(NC(=O)N(C)C[C@H]2Oc3ccc(NC(=O)NC4CCCCC4)cc3C(=O)N([C@H](C)CO)C[C@@H]2C)cc1 → 2, ·, 4, -2, 14, ·, 1, ·, ·
Results for Cc1c(C)n(CCCN(C)C)c2ncnc(NCc3ccccc3)c12 → 1, 0, -4, 2, 7, 0, 1, -2, 8

Gathered by group, the entries above with an aryl thioether with sulfur outside any ring (three)
Under each structure – PAFAH2 inh	Fam108B inh	PAFAH1B3 FP inh	pPAFAH inh	PAFAH1B2 inh	PME-1 primary	PAD4 FP inh	LYPLA1 inh	GSTO1 counter
(10) COc1cccc(NC(=O)CSc2ccc3nnc(-c4ccncc4)n3n2)c1
 : -4	-5	4	4	-2	-2	8	3	-1
(19) CCN(CC)S(=O)(=O)c1ccc2oc(SCC(=O)Nc3cc(C)on3)nc2c1
 : 8	1	2	21	4	-3	3	4	18
(20) CCOC(=O)c1c(NC(=O)CSc2nnc(CNc3ccc(OC)cc3)n2C)sc(C)c1C
 : 8	-2	8	4	26*	1	-3	0	6

These rows are one share of the data (hit frequency here may not be typical).
